Screens from PubChem.
MgcRacGAP inhibition – MgcRacGAP GTPase-activating activity inhibitors, confirmation, biochemical, ADP Hunter fluorescence; MgcRacGAP-stimulated Rac1 GTP hydrolysis, ADP Hunter fluorescence; higher % means a stronger effect; GST-tagged Rac1 F28L mutant substrate; one-dose inhibition, % at 30 µM; IC50 in µM for titrated hits; 0.6% of 340,000 active;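 active means first-screen hits whose inhibition reached a set limit at any dose in the follow-up dose series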;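 further: fluorescence reports GDP produced by GAP-driven GTP hydrolysis; strong numbers were not always called active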
T cell modulator – T cell immune modulators affecting CD8 T cell-vesicle binding; 2C CD8+ T cell-vesicle binding, flow cytometry; hits give low values; calls only at 7 µM; 0.068% of 330,000 active;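 active means response, share of CD8 T cells binding vesicles, and their 90th percentile fluorescence all below set limits, cut at about 80% in these data, passing the limit was not always enough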
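System: murine 2C transgenic CD8+ T lymphocytes; also added: QL9-loaded Drosophila micro-vesicles; times: binding 1.5 h at 37 °C; measured by: flow cytometry, PE anti-B7-1 (FL2) versus Alexa647 anti-CD8 (FL8), PFA-fixed; control set: Peptide-free naked vesicles (low) and QL9 vesicles with 0.7% DMSO vehicle (high)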
b-catenin transl – beta-catenin nuclear translocation modulation. HeLa beta-catenin nuclear translocation, immunofluorescence imaging. nuclear translocation activity, % at 5 µM. 0.3% of 190,000 active. AID 1665;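 active means nuclear translocation activity above 50% at 5 µM, with a well cell count of 50 or more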;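 further: per-cell ratio of nuclear to cytoplasmic median beta-catenin stain intensity; plate controls were DMSO negative control for no effect and GSK-3 inhibitor IX positive control for full effect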
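Signal – beta-catenin immunofluorescence imaging with DAPI · Test system – human HeLa cell line · Dosing – 5 µM primary single dose, 0.1% DMSO, 0.02–20 µM confirmation series · Measure – % activation, nuclear-to-cytoplasmic median beta-catenin signal ratio per cell · Incubation – 24 h compound exposure at 37°C, 5% CO2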
WT yeast gro inh – growth inhibition of WT yeast, mitochondrial fusion screen | inhibition, % at 10 µM | mitochondrial fusion phenotypic screen, WT strain | AID 1362 | 2.1% of 190,000 active; in the data active means inhibition above about 58%; tested in S. cerevisiae
RSV antiviral HEp-2 – RSV antiviral activity via CPE protection, HEp-2 cells, primary 10 µM value included (AID 2391); 0.13% of 310,000 active; one-dose CPE inhibition, % at 10 µM; IC50 in µM for titrated hits; HEp-2 cells, RSV-induced CPE inhibition; higher % means a stronger effect; in the data active means a potency from the dose series; further: strong numbers were not always called active
Large T inhibition – SV40 large T antigen inhibitors, biochemical (AID 1903) | SV40 large T antigen ATPase/helicase inhibition assay; higher % means a stronger effect | one-dose inhibition, % at 20 µM; IC50 in µM for titrated hits | 0.39% of 310,000 active; in the data active means a potency from the dose series; further: strong numbers were not always called active
Myeloid diff 2 – promotes myeloid progenitor differentiation; ER-HoxA9 myeloid progenitors, lysozyme-GFP differentiation, flow cytometry; calls only at 10 µM; 1% of 360,000 active; AID 624256;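 active means normalized GFP-positive differentiation at or above the plate's own cutoff, the solvent-only control mean plus 3 SD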;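 further: cells exposed to compound for four days before flow analysis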
PhoP inhibition – inhibitors of PhoP regulon expression, primary screen, Salmonella Typhimurium, GFP reporter (AID 1863); S. Typhimurium PhoP-regulated promoter GFP reporter, 4 h; higher % means a stronger effect; inhibition, % at 50 µM, or IC50 in µM where a hit was titrated; 0.16% of 300,000 active;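 active means inhibition over 29.93%, a cutoff 3 SD above the screen mean, later confirmed by dose response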;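 further: 0% = low Mg2+ inducing control and 100% = high Mg2+ repressing control; strong numbers were not always called active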
West Nile virus CPE – inhibition of WNV-induced cytopathic effect – cell-based, CPE readout (AID 1621); West Nile virus-infected cells, CPE inhibition; higher % means a stronger effect; CPE inhibition, % at 10 µM, or IC50 in µM where a hit was titrated; 0.02% of 290,000 active; in the data active means a potency from the dose series; further: strong numbers were not always called active
WT yeast gro inh mutant strain – also measured in WT yeast gro inh; calls as there; inhibition, %; mitochondrial fusion phenotypic screen, mutant strain inhibition
b-catenin transl cell count 5 µM – second read-out of b-catenin transl, no call of its own (marks repeat the call); cell count; measured here: cell count, cytotoxicity flag
T cell modulator vesicle-bound % – also measured in T cell modulator; calls as there; double positive events, %; measured here: CD8+ vesicle-bound cell fraction;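 binding gate set so that unloaded-vesicle control wells show 10% double positive cells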
Myeloid diff 2 GFP+ MAC1+ % – also measured in Myeloid diff 2; calls as there; GFP+ MAC1+ double positive, %; measured here: differentiation confirmed by MAC1 staining
The depositor's hits bear a star; i = inactive; nt = not tested or not shown; + = active, no number.

Letters – A = MgcRacGAP inhibition; B = T cell modulator; C = T cell modulator vesicle-bound %; D = b-catenin transl; E = b-catenin transl cell count 5 µM; F = WT yeast gro inh; G = WT yeast gro inh mutant strain; H = RSV antiviral HEp-2; I = Large T inhibition; J = Myeloid diff 2; K = Myeloid diff 2 GFP+ MAC1+ %; L = PhoP inhibition; M = West Nile virus CPE
Cc1ccc(CN2C(=O)CSc3ccc(C(=O)NCCN4CCOCC4)cc32)cc1
  A = 1% | B = i | C = 26 | D = nt | E = nt | F = -9 | G = -42 | H = 0.9% | I = 6% | J = i | K = 0.9 | L = -2% | M = -0.1%
Cc1cc(C)c(NC(=O)CNC(=O)COC(=O)Cc2ccccc2C)c(C)c1
  A = -1% | B = i | C = 29 | D = nt | E = nt | F = nt | G = nt | H = 0.3% | I = nt | J = i | K = 0.7 | L = nt | M = nt
O=C(c1ccccc1)N1CCN(CCc2ccccn2)CC1
  A = 5% | B = i | C = 25 | D = nt | E = nt | F = nt | G = nt | H = 0.5% | I = 7% | J = i | K = 0.4 | L = -2% | M = 0.9%
O=C(CNS(=O)(=O)c1cccs1)Nc1ccc2c(c1)OCCO2
  A = 1% | B = i | C = 26 | D = -6.1 | E = 1173 | F = 1 | G = 0 | H = 1.3% | I = -1% | J = i | K = 0.7 | L = 4% | M = 0.8%
COc1ccc(NC(=O)c2cccc(S(=O)(=O)N3CCOCC3)c2)cn1
  A = 11% | B = i | C = 45 | D = nt | E = nt | F = -4 | G = -16 | H = 3.1% | I = 3% | J = i | K = 1.0 | L = 9% | M = -0.1%
Oc1[nH]c(=S)sc1/C=C1\C(c2ccccc2)=Nc2ccccc21
  A = 12% | B = i | C = 49 | D = nt | E = nt | F = -14 | G = -5 | H = 2.3% | I = 14% | J = i | K = 1.0 | L = 36% | M = 0.3%
CCOC(=O)C1=C(C)N(CCCC(=O)O)C(=O)NC1c1ccc(Cl)cc1 (stereo unspecified)
  A = 10% | B = i | C = 27 | D = nt | E = nt | F = nt | G = nt | H = 1.2% | I = 16% | J = i | K = 0.8 | L = -11% | M = -0.3%
O=C(O)CCCc1c(-[n+]2ccccc2)[nH]c2ccccc12
  A = 9% | B = i | C = 18 | D = -0.7 | E = 993 | F = 8 | G = 0 | H = 0.6% | I = -6% | J = i | K = 0.6 | L = 5% | M = -0.1%
O=C(COC(=O)c1cc2ccccc2oc1=O)Nc1ccc(F)cc1F
  A = 10% | B = i | C = 31 | D = -2.6 | E = 1116 | F = nt | G = nt | H = 2.1% | I = 14% | J = i | K = 0.6 | L = 1% | M = -0.5%
CCOC(=O)C1CCN(c2c(NCCN3CCN(c4ccccc4)CC3)c(=O)c2=O)CC1
  A = 9% | B = i | C = 47 | D = -2.3 | E = 1120 | F = -4 | G = -5 | H = 1.9% | I = 4% | J = i | K = 2.3 | L = 3% | M = 0.0%
CCC1(c2ccccc2)NC(=O)N(CC(=O)NCc2ccc(OC)cc2)C1=O (stereo unspecified)
  A = -1% | B = i | C = 16 | D = nt | E = nt | F = nt | G = nt | H = 0.2% | I = -1% | J = i | K = 5.1 | L = 8% | M = 1.7%
COc1ccc(C(=O)C2CCCN(Cc3c(O)cccc3OC)C2)cc1OC (stereo unspecified)
  A = 12% | B = i | C = 57 | D = nt | E = nt | F = nt | G = nt | H = 3.0% | I = 23% | J = i | K = 0.0 | L = 4% | M = -1.1%
O=C(Nc1ccon1)c1csc2c1CCCC2
  A = 7% | B = i | C = 63 | D = -1.9 | E = 1122 | F = 13 | G = 17 | H = 15% | I = 3% | J = i | K = 8.4 | L = 7% | M = 0.7%
O=C(NCCO)c1nc(C(=O)c2ccc(Cl)cc2)c2ccccc2n1
  A = 6% | B = i | C = 40 | D = nt | E = nt | F = nt | G = nt | H = 0.7% | I = nt | J = i | K = 2.2 | L = nt | M = nt
CC(=O)Nc1c(C(=O)N2CCCCCC2)cnn1-c1ccccc1
  A = 2% | B = i | C = 9 | D = nt | E = nt | F = -8 | G = 2 | H = 1.9% | I = 31% | J = i | K = 0.7 | L = 7% | M = -0.1%
COc1ccc(C2C(=O)N(C3CCCCCC3)CC(=O)N2Cc2ccccc2)cc1OC (stereo unspecified)
  A = 6% | B = i | C = 43 | D = 0.5 | E = 1355 | F = 2 | G = 7 | H = 0.6% | I = 5% | J = i | K = 0.8 | L = 4% | M = -0.7%
CNc1nc(SC)nc2ccccc12
  A = 4% | B = i | C = 26 | D = 0.6 | E = 1395 | F = 18 | G = 23 | H = 0.8% | I = -2% | J = i | K = 0.6 | L = -6% | M = -1.0%
COc1ccc(CC(=O)NC(=S)Nc2cccc(C)c2)cc1
  A = 16% | B = i | C = 35 | D = nt | E = nt | F = nt | G = nt | H = 1.3% | I = 9% | J = + | K = 1.9* | L = nt | M = nt
Nc1no[n+]([O-])c1-c1ccccc1
  A = 8% | B = i | C = 26 | D = -2.6 | E = 1100 | F = 5 | G = -8 | H = 3.7% | I = 14% | J = i | K = 0.4 | L = -1% | M = 0.0%
CCOc1ccccc1NC(=O)Nn1cnnc1
  A = 3% | B = i | C = 41 | D = nt | E = nt | F = nt | G = nt | H = 1.3% | I = 28% | J = i | K = 3.2 | L = 4% | M = -0.3%
CCOC(=O)Cc1cnc(NC(=O)CSc2nc(C)c(CC)c(=O)[nH]2)s1
  A = 6% | B = i | C = 55 | D = 1.8 | E = 1071 | F = 0 | G = 0 | H = 0.2% | I = 14% | J = i | K = 0.3 | L = -8% | M = 0.9%
CCOC(=O)C1=C(N)Oc2cc(O)ccc2C1c1ccc(Br)cc1 (stereo unspecified)
  A = 12% | B = i | C = 58 | D = nt | E = nt | F = nt | G = nt | H = 9.6% | I = 11% | J = i | K = 0.6 | L = 15% | M = -0.4%
CC(C)(C)NC(=O)CN(C(=O)c1ccc(CN2CCOCC2)o1)c1ccc2c(c1)OCCO2
  A = 14% | B = nt | C = nt | D = 2.7 | E = 1136 | F = -20 | G = -54 | H = -1.2% | I = 23% | J = i | K = 6.2 | L = 4% | M = 0.2%
CC(C)c1ccc(NC(=O)COc2nncc3ccccc23)cc1
  A = -2% | B = i | C = 15 | D = -2.3 | E = 1127 | F = -8 | G = -6 | H = 2.1% | I = 12% | J = i | K = 0.3 | L = -4% | M = -0.9%
CCOc1ccc(NC(=O)COC(=O)CCN2C(=O)C3CC=CCC3C2=O)cc1OCC (stereo unspecified)
  A = 0% | B = i | C = 50 | D = nt | E = nt | F = nt | G = nt | H = 0.5% | I = nt | J = i | K = 0.7 | L = nt | M = nt
COc1ccc(C)cc1NC(=O)C1CCN(S(C)(=O)=O)CC1
  A = 0% | B = i | C = 51 | D = nt | E = nt | F = nt | G = nt | H = 1.7% | I = 6% | J = i | K = 0.7 | L = -6% | M = -0.3%
CC(C)c1ccc(CC(C)C2C3=C(CCCC3=O)OC3=C2C(=O)CCC3)cc1 (stereo unspecified)
  A = 10% | B = i | C = 44 | D = nt | E = nt | F = 57 | G = 18 | H = 0.8% | I = 3% | J = i | K = 0.6 | L = 1% | M = -0.1%
Cn1c(=O)[nH]c(=O)c2c1nc(N1CCCCCC1)n2CCN1CCCCCC1
  A = 10% | B = i | C = 52 | D = -2.1 | E = 1277 | F = -2 | G = 4 | H = -0.8% | I = 2% | J = i | K = 0.3 | L = -8% | M = -1.1%
Cn1c(C(=O)OC(C(=O)NC2CCCCC2)c2ccncc2)cc2sccc21 (stereo unspecified)
  A = 8% | B = i | C = 42 | D = 1.5 | E = 794 | F = -2 | G = 5 | H = 0.9% | I = 18% | J = i | K = 0.6 | L = -1% | M = -0.9%
Cc1ccc(OCc2ccc(C(=O)N3CCCC3)o2)cc1C
  A = -4% | B = i | C = 40 | D = nt | E = nt | F = nt | G = nt | H = 3.9% | I = 8% | J = i | K = 0.4 | L = 3% | M = 0.0%
Cc1ccc(NC(=O)Nc2ccc3c(c2)CCC3)cc1C
  A = 5% | B = i | C = 57 | D = nt | E = nt | F = nt | G = nt | H = 2.2% | I = 3% | J = i | K = 1.4 | L = -4% | M = -0.6%
O=C(N/N=C/c1cccc(OCC(=O)N2CCCC2)c1)C(=O)Nc1ccccc1F
  A = 8% | B = i | C = 8 | D = -2.9 | E = 532 | F = -6 | G = -22 | H = 0.1% | I = 16% | J = i | K = 0.8 | L = 10% | M = 0.4%
c1cc2c(cc1Cn1cnnn1)OCO2
  A = 7% | B = i | C = 23 | D = -9.4 | E = 866 | F = -11 | G = 11 | H = 1.0% | I = 3% | J = i | K = 0.7 | L = 4% | M = 0.3%
CN(C)C1=NC(=O)/C(=C\c2ccccc2)S1
  A = 8% | B = i | C = 60 | D = -0.5 | E = 1084 | F = -8 | G = 13 | H = 1.8% | I = 23% | J = i | K = 0.2 | L = -7% | M = 0.6%
O=C(O)COc1c(-c2ccccc2)oc2ccccc2c1=O
  A = -3% | B = i | C = 26 | D = -2.3 | E = 1155 | F = -4 | G = 17 | H = 0.7% | I = 22% | J = i | K = 9.8 | L = 1% | M = 0.0%
CC(C)Cc1nnc(NC(=O)CSc2nc(-c3ccccc3)cc(=O)[nH]2)s1
  A = 3% | B = i | C = 34 | D = 1.6 | E = 1129 | F = 8 | G = -4 | H = -0.7% | I = 1% | J = i | K = 0.2 | L = -8% | M = 0.2%
CC(C)(C)c1ccc(OCC(=O)NC2CCS(=O)(=O)C2)cc1 (stereo unspecified)
  A = 6% | B = i | C = 9 | D = 1.6 | E = 843 | F = -5 | G = 14 | H = 0.5% | I = 0% | J = i | K = 0.5 | L = 11% | M = 0.1%
COc1ccc(OCC(=O)NCCNC(=O)c2cccnc2)cc1
  A = 3% | B = i | C = 15 | D = nt | E = nt | F = nt | G = nt | H = 2.5% | I = 3% | J = i | K = 0.4 | L = 0% | M = -0.2%

Fetched one by one from above:
Letters – A = MgcRacGAP inhibition; B = T cell modulator; C = T cell modulator vesicle-bound %; D = b-catenin transl; E = b-catenin transl cell count 5 µM; F = WT yeast gro inh; G = WT yeast gro inh mutant strain; H = RSV antiviral HEp-2; I = Large T inhibition; J = Myeloid diff 2; K = Myeloid diff 2 GFP+ MAC1+ %; L = PhoP inhibition; M = West Nile virus CPE
CC(C)(C)c1ccc(OCC(=O)NC2CCS(=O)(=O)C2)cc1 (stereo unspecified)
  A = 6% | B = i | C = 9 | D = 1.6 | E = 843 | F = -5 | G = 14 | H = 0.5% | I = 0% | J = i | K = 0.5 | L = 11% | M = 0.1%
CCOC(=O)C1=C(C)N(CCCC(=O)O)C(=O)NC1c1ccc(Cl)cc1 (stereo unspecified)
  A = 10% | B = i | C = 27 | D = nt | E = nt | F = nt | G = nt | H = 1.2% | I = 16% | J = i | K = 0.8 | L = -11% | M = -0.3%
